Hep lipid drop: hepatic lipid droplet formation modulation | AML12 mouse hepatocytes, oleate lipid droplets, BODIPY imaging | inhibition, % at 6.5 µM | hit rate 0.4% among 240,000 | AID 1656;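 active means lipid droplet intensity inhibited by at least 50%, with more than 500 cells counted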
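material = mouse AML12 hepatocyte cell line, fixed after treatment | also added = 100 µM oleic acid challenge | doses = compound at 6.5 µM only | schedule = overnight exposure | technique = Image-based BODIPY and DAPI two-channel analysis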
bCat nuc transl: beta-catenin nuclear translocation modulation | HeLa beta-catenin nuclear translocation, immunofluorescence imaging | nuclear translocation activity, % at 5 µM | hit rate 0.3% among 190,000;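 active means nuclear translocation activity above 50% at 5 µM, with a well cell count of 50 or more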;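 further: per-cell ratio of nuclear to cytoplasmic median beta-catenin stain intensity; plate controls were DMSO negative control for no effect and GSK-3 inhibitor IX positive control for full effect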
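Read-out: Nuclear/cytoplasmic beta-catenin signal ratio, % activation | Assay system: Human HeLa cell line | Times: 24 h compound exposure at 37°C, 5% CO2 | Signal: Fluorescence imaging of beta-catenin antibody stain plus DAPI | Dosing: 5 µM primary, 0.02–20 µM confirmation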
human PMI inhibition: inhibitors of human PMI, primary screen, biochemical, fluorescence intensity, coupled assay (AID 1209); hit rate 0.42% among 190,000; purified PMI enzyme, coupled fluorescence intensity; higher % means a stronger effect; inhibition, % at 20 µM, or IC50 in µM where a hit was titrated; in the data active means inhibition above about 50%;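 further: plate controls were DMSO vehicle for no effect and wells lacking substrate for full effect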
Myeloid diff MLP: myeloid differentiation induction; ER-HoxA9 myeloid progenitors, lysozyme-GFP differentiation, flow cytometry; calls only at 10 µM; hit rate 1% among 360,000; AID 624256;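 active means normalized GFP-positive differentiation at or above the plate's own cutoff, the solvent-only control mean plus 3 SD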;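 further: cells exposed to compound for four days before flow analysis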
Ins promoter up: MIN6 insulin promoter up-regulation | MIN6 insulin promoter-GFP reporter, high-content imaging; hits give high values | AID 1625 | hit rate 0.3% among 190,000 | z-score at 5 µM;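 active means z-score above 3 at 5 µM with at least 500 cells counted in the well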
TNAP activators: human TNAP enzyme activators, primary screen, biochemical, luminescent, no phosphate acceptor, uHTS (AID 1001); purified TNAP, luminescent activation assay, no phosphate acceptor; higher activation fold means a stronger effect; activation fold at 20 µM, or EC50 in µM where a hit was titrated; hit rate 0.03% among 200,000; in the data active means activation fold from about 3, or a potency from the dose series; inactive means the rest, 99 in 100 with activation fold below about 1.6; further: many of its hits are not listed in these tables
Dynein cargo inh: blocks dynein driven cargo transport along microtubules | 3617.4 mouse cells, GR-EGFP nuclear translocation imaging; test concentration mostly 20 µM; stimulated with dexamethasone, 1 µM; hits give low values | z-score, hits read low | hit rate 0.47% among 220,000;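 active means plate z-score of nuclear minus cytoplasmic receptor signal below a set negative limit, without overly bright fluorescence or cell loss, cut at about -3.5 in these data, passing the limit was not always enough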;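 further: z-score of nuclear minus cytoplasmic ring GR-EGFP intensity difference per well; some compounds called inactive have numbers as strong as hits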
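Buffer or medium: tetracycline-free induction medium containing charcoal-stripped FBS / Reagent: dexamethasone agonist, 1.0 µM final, for 30 min / Technique: automated 10x imaging of fixed Hoechst-stained cells / Times: induction 48 h, compound 1 h, agonist 30 min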
T cell HTS: modulates CD8 T cell binding to vesicles | calls only at 7 µM | AID 2052 | hit rate 0.068% among 330,000 | 2C CD8+ T cell-vesicle binding, flow cytometry; hits give low values;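 active means response, share of CD8 T cells binding vesicles, and their 90th percentile fluorescence all below set limits, cut at about 80% in these data, passing the limit was not always enough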
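Also added: QL9-peptide-loaded Drosophila micro-vesicles bearing Ld, ICAM-1 and B7-1; Test system: purified 2C TCR transgenic mouse naive CD8+ T cells; Measured by: cytometric PE anti-B7-1 and Alexa647 anti-CD8 signals after 1% paraformaldehyde fixation; Timing: binding step 1.5 h, 37 °C, antibody labelling 20 min, ice.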
MT stabilizer: microtubule stabilization, imaging screen. HeLa tubulin immunostaining HCS, 24 h; share of cells brighter than vehicle mean+2SD. % tubulin-high responders, % at 10 µM. hit rate 0.83% among 200,000. AID 2205;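 active means plate Z-score above 3 for both tubulin-high and condensed-nucleus cell shares, with cell loss under 80%, at 10 µM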;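 further: anti alpha tubulin signal scored within the nucleus-defined area of each cell; some results filed as inactive read as strong as hits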
Dynein cargo inh cytoplasmic EGFP: recorded beside Dynein cargo inh, whose call it bears; z-score; measured here: cytoplasmic GR-EGFP intensity; hits give high values
Dynein cargo inh nuclear GR-EGFP: recorded beside Dynein cargo inh, whose call it bears; z-score; measured here: nuclear GR-EGFP intensity;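 lower value marks the stronger effect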
Dynein cargo inh cell count: second read-out of Dynein cargo inh, no call of its own (marks repeat the call); z-score; measured here: cell count per field
Ins promoter up cell count: recorded beside Ins promoter up, whose call it bears; cell count; measured here: cytotoxicity, nuclei count;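 total cells summed across four imaged fields per well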
Hep lipid drop cells 6.5 µM: second read-out of Hep lipid drop, no call of its own (marks repeat the call); cell count; measured here: cell count, cytotoxicity flag;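 cells counted across two imaged fields per well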
bCat nuc transl cell count 5 µM: second read-out of bCat nuc transl, no call of its own (marks repeat the call); cell count; measured here: cell count, cytotoxicity flag
T cell HTS vesicle-bound %: also measured in T cell HTS; calls as there; double positive events, %; measured here: CD8+ vesicle-bound cell fraction;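 binding gate set so that unloaded-vesicle control wells show 10% double positive cells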
MT stabilizer Hoechst-high %: also measured in MT stabilizer; calls as there; % Hoechst-high responders; measured here: nuclear condensation Hoechst responders;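 share of cells brighter than vehicle mean plus two SD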
MT stabilizer cytotoxicity %: further read-out of MT stabilizer, marked with its call; toxicity, %; measured here: cytotoxicity by cell density;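 0% = mean cell density of plate MIN control wells and 100% = no cells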
Myeloid diff MLP GFP+ MAC1+ %: further read-out of Myeloid diff MLP, marked with its call; GFP+ MAC1+ double positive, %; measured here: differentiation confirmed by MAC1 staining
* hit, by the source's call. No enrichment for hits; overall some 3% were active at least once.

For Cc1ccc(S(=O)(=O)NCc2ccc(C(=O)NC3CC3)cc2)cc1 the results were Hep lipid drop 60*, bCat nuc transl -0.3, human PMI inhibition 1%, Myeloid diff MLP inactive, Ins promoter up -0.12, TNAP activators 1.1, Dynein cargo inh -0.26, T cell HTS inactive, MT stabilizer 1.9, Dynein cargo inh cytoplasmic EGFP -0.25, Dynein cargo inh nuclear GR-EGFP 0.76, Dynein cargo inh cell count 0.044, Ins promoter up cell count 1310, Hep lipid drop cells 6.5 µM 736*, bCat nuc transl cell count 5 µM 551, T cell HTS vesicle-bound % 8, MT stabilizer Hoechst-high % 1.5, MT stabilizer cytotoxicity % 3.1 and Myeloid diff MLP GFP+ MAC1+ % 2.6.
For Cc1oc(-c2ccccc2)cc1C(=O)NC1CCN(Cc2ccccc2)CC1 the results were Hep lipid drop 1, bCat nuc transl 1.0, Myeloid diff MLP inactive, Ins promoter up -0.69, Dynein cargo inh -0.4, T cell HTS inactive, Dynein cargo inh cytoplasmic EGFP -0.28, Dynein cargo inh nuclear GR-EGFP -0.43, Dynein cargo inh cell count 0.57, Ins promoter up cell count 1421, Hep lipid drop cells 6.5 µM 723, bCat nuc transl cell count 5 µM 1169, T cell HTS vesicle-bound % 35 and Myeloid diff MLP GFP+ MAC1+ % 0.1.
`O=C(/C=C/c1ccc(N2CCC(c3ccccc3)=N2)cc1)c1ccccc1` gave Hep lipid drop -1, human PMI inhibition -31%, TNAP activators 0.8, Dynein cargo inh -5.7*, T cell HTS inactive, MT stabilizer 3.4, Dynein cargo inh cytoplasmic EGFP 0.84*, Dynein cargo inh nuclear GR-EGFP -3.1*, Dynein cargo inh cell count 0.86*, Hep lipid drop cells 6.5 µM 688, T cell HTS vesicle-bound % 59, MT stabilizer Hoechst-high % 1.0 and MT stabilizer cytotoxicity % 3.0.
`Cc1ccnc(N/C=C(\C#N)c2nc(-c3cccc(Br)c3)cs2)c1` gave Hep lipid drop 1, bCat nuc transl 0.4, human PMI inhibition -16%, Myeloid diff MLP active, TNAP activators 1, Dynein cargo inh -12, T cell HTS inactive, MT stabilizer 3.0, Dynein cargo inh cytoplasmic EGFP 28, Dynein cargo inh nuclear GR-EGFP -0.085, Dynein cargo inh cell count 0.58, Hep lipid drop cells 6.5 µM 637, bCat nuc transl cell count 5 µM 1056, T cell HTS vesicle-bound % 59, MT stabilizer Hoechst-high % 1.9, MT stabilizer cytotoxicity % 5.7 and Myeloid diff MLP GFP+ MAC1+ % 2.3*.
Screening CC1CN(C(=O)c2cccs2)CCN1C(=O)c1cccs1 (stereo not drawn) returned bCat nuc transl 0.2, human PMI inhibition 2%, Myeloid diff MLP inactive, Ins promoter up 0.37, TNAP activators 1.1, Dynein cargo inh -1.4, T cell HTS inactive, MT stabilizer 3.6, Dynein cargo inh cytoplasmic EGFP -0.28, Dynein cargo inh nuclear GR-EGFP -0.43, Dynein cargo inh cell count 4.8, Ins promoter up cell count 1242, bCat nuc transl cell count 5 µM 1168, T cell HTS vesicle-bound % 40, MT stabilizer Hoechst-high % 1.8, MT stabilizer cytotoxicity % 2.5 and Myeloid diff MLP GFP+ MAC1+ % 2.1.
Screening C=CCc1cc(Cl)ccc1OCCCNC(C)CC (stereo not drawn) returned Hep lipid drop -2, bCat nuc transl 0.9, human PMI inhibition 3%, Myeloid diff MLP inactive, Ins promoter up -0.91, TNAP activators 1.1, Dynein cargo inh -0.56, T cell HTS inactive, MT stabilizer 4.5, Dynein cargo inh cytoplasmic EGFP -0.28, Dynein cargo inh nuclear GR-EGFP 0.27, Dynein cargo inh cell count 0.38, Ins promoter up cell count 1216, Hep lipid drop cells 6.5 µM 708, bCat nuc transl cell count 5 µM 468, T cell HTS vesicle-bound % 48, MT stabilizer Hoechst-high % 3.9, MT stabilizer cytotoxicity % 2.8 and Myeloid diff MLP GFP+ MAC1+ % 0.3.
Cc1ccc(C)n1-c1cccc(C(=O)O)c1 was read as Hep lipid drop -2, bCat nuc transl -0.4, human PMI inhibition 11%, Ins promoter up 0.54, TNAP activators 1, T cell HTS inactive, Ins promoter up cell count 1182, Hep lipid drop cells 6.5 µM 625, bCat nuc transl cell count 5 µM 1105 and T cell HTS vesicle-bound % 25.
Screening CS(=O)(=O)N(CC(=O)NCc1ccco1)c1ccc(OCc2ccccc2)cc1 returned Hep lipid drop 3, bCat nuc transl 0.9, human PMI inhibition 11%, Myeloid diff MLP inactive, Ins promoter up -0.08, TNAP activators 1.1, Dynein cargo inh 0.88, T cell HTS inactive, MT stabilizer 2.3, Dynein cargo inh cytoplasmic EGFP -0.2, Dynein cargo inh nuclear GR-EGFP 0.73, Dynein cargo inh cell count -0.079, Ins promoter up cell count 1483, Hep lipid drop cells 6.5 µM 671, bCat nuc transl cell count 5 µM 1424, T cell HTS vesicle-bound % 41, MT stabilizer Hoechst-high % 3.0, MT stabilizer cytotoxicity % 13 and Myeloid diff MLP GFP+ MAC1+ % 0.6.
`COc1cccc(-c2nc(-c3ccc4c(c3)NC(=O)CO4)cs2)c1` gave Hep lipid drop 0, bCat nuc transl 6.6, human PMI inhibition 6%, Myeloid diff MLP inactive, TNAP activators 1.1, Dynein cargo inh -1.1, T cell HTS inactive, MT stabilizer 1.4, Dynein cargo inh cytoplasmic EGFP -0.24, Dynein cargo inh nuclear GR-EGFP -0.62, Dynein cargo inh cell count 0.71, Hep lipid drop cells 6.5 µM 760, bCat nuc transl cell count 5 µM 529, T cell HTS vesicle-bound % 50, MT stabilizer Hoechst-high % 2.2, MT stabilizer cytotoxicity % 7.0 and Myeloid diff MLP GFP+ MAC1+ % 0.8.
For Cc1ccc2nc(C)c(C(=O)N/N=C/c3ccc(N4CCOCC4)cc3)cc2c1 the results were Hep lipid drop 0, bCat nuc transl -2.0, human PMI inhibition 2%, Myeloid diff MLP inactive, TNAP activators 1.2, Dynein cargo inh -0.16, T cell HTS inactive, MT stabilizer 2.3, Dynein cargo inh cytoplasmic EGFP -0.17, Dynein cargo inh nuclear GR-EGFP -0.2, Dynein cargo inh cell count 0.32, Hep lipid drop cells 6.5 µM 703, bCat nuc transl cell count 5 µM 989, T cell HTS vesicle-bound % 20, MT stabilizer Hoechst-high % 2.3, MT stabilizer cytotoxicity % 6.6 and Myeloid diff MLP GFP+ MAC1+ % 1.7.
COc1ccccc1CNC(=O)CS(=O)Cc1nc(-c2ccccc2C)oc1C (stereo not drawn) was read as human PMI inhibition 8%, Myeloid diff MLP inactive, Ins promoter up -0.08, TNAP activators 1.1, Dynein cargo inh -0.59, T cell HTS inactive, MT stabilizer 1.6, Dynein cargo inh cytoplasmic EGFP -0.18, Dynein cargo inh nuclear GR-EGFP -0.19, Dynein cargo inh cell count 0.085, Ins promoter up cell count 992, T cell HTS vesicle-bound % 11, MT stabilizer Hoechst-high % 3.8, MT stabilizer cytotoxicity % 7.5 and Myeloid diff MLP GFP+ MAC1+ % 2.6.
For Cn1nccc1NS(=O)(=O)c1ccc(F)cc1 the results were Hep lipid drop -1, bCat nuc transl 1.3, Myeloid diff MLP inactive, Ins promoter up 0.38, Dynein cargo inh 0.71, T cell HTS inactive, Dynein cargo inh cytoplasmic EGFP 0.072, Dynein cargo inh nuclear GR-EGFP 0.38, Dynein cargo inh cell count -0.79, Ins promoter up cell count 1015, Hep lipid drop cells 6.5 µM 695, bCat nuc transl cell count 5 µM 1293, T cell HTS vesicle-bound % 25 and Myeloid diff MLP GFP+ MAC1+ % 0.6.
For COc1ccc(/C=C/C(=O)c2ccc(O)cc2)cc1CN1CCOCC1 the results were Hep lipid drop 1, bCat nuc transl -0.5, human PMI inhibition 6%, Myeloid diff MLP active, Ins promoter up 0.4, TNAP activators 1, Dynein cargo inh -0.81, T cell HTS inactive, MT stabilizer 2.5, Dynein cargo inh cytoplasmic EGFP 0.9, Dynein cargo inh nuclear GR-EGFP -0.35, Dynein cargo inh cell count -1.6, Ins promoter up cell count 1329, Hep lipid drop cells 6.5 µM 688, bCat nuc transl cell count 5 µM 1119, T cell HTS vesicle-bound % 45, MT stabilizer Hoechst-high % 4.0, MT stabilizer cytotoxicity % 4.2 and Myeloid diff MLP GFP+ MAC1+ % 1.4*.

Fetched one by one from above (2):
`Cc1ccnc(N/C=C(\C#N)c2nc(-c3cccc(Br)c3)cs2)c1` gave Hep lipid drop 1, bCat nuc transl 0.4, human PMI inhibition -16%, Myeloid diff MLP active, TNAP activators 1, Dynein cargo inh -12, T cell HTS inactive, MT stabilizer 3.0, Dynein cargo inh cytoplasmic EGFP 28, Dynein cargo inh nuclear GR-EGFP -0.085, Dynein cargo inh cell count 0.58, Hep lipid drop cells 6.5 µM 637, bCat nuc transl cell count 5 µM 1056, T cell HTS vesicle-bound % 59, MT stabilizer Hoechst-high % 1.9, MT stabilizer cytotoxicity % 5.7 and Myeloid diff MLP GFP+ MAC1+ % 2.3*.
For Cc1oc(-c2ccccc2)cc1C(=O)NC1CCN(Cc2ccccc2)CC1 the results were Hep lipid drop 1, bCat nuc transl 1.0, Myeloid diff MLP inactive, Ins promoter up -0.69, Dynein cargo inh -0.4, T cell HTS inactive, Dynein cargo inh cytoplasmic EGFP -0.28, Dynein cargo inh nuclear GR-EGFP -0.43, Dynein cargo inh cell count 0.57, Ins promoter up cell count 1421, Hep lipid drop cells 6.5 µM 723, bCat nuc transl cell count 5 µM 1169, T cell HTS vesicle-bound % 35 and Myeloid diff MLP GFP+ MAC1+ % 0.1.

Bioassay records as filed in PubChem BioAssay.
